Source: PubChem
NPR2 activator: GC-B (human) receptor activation. activation, % at 10 µM. HEK293-GC-B cells, CNP EC30, cGMP TR-FRET; 0% at EC30 CNP, 100% saturating CNP. AID 1920062. actives 0.11% (n = 370,000);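 active = activation at 10 µM reaching about 35% in either raw or pattern-adjusted values, limit read from the data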
rCAG binder: binds r(CAG) RNA repeats; r(CAG) RNA repeat, TO-PRO-1 dye displacement fluorescence; inhibition, % at 3 µM; actives 1.3% (n = 370,000);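 active = inhibition above the plate cutoff, the mean of all test compounds on that plate plus 3 SD, cut at about 35% in these data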;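 note: 0% = DMSO alone and 100% = 100 µM mitoxantrone as full dye displacement; higher means more dye released from RNA so lower well fluorescence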
ARFGAP1 inhibitor: inhibitors of rat ARFGAP1; Q62848; Arfgap1-stimulated ARF1 GTP hydrolysis, GDP FP detection; inhibition, % at 16.5 µM; actives 0.26% (n = 360,000);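 active = inhibition above a per-plate limit, mean inhibition of low control wells plus 3 SD, cut at about 25% in these data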;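 note: 0% = DMSO wells with enzyme and 100% = wells lacking Arfgap1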
Target sequence (Q62848 1-136 limits assumed): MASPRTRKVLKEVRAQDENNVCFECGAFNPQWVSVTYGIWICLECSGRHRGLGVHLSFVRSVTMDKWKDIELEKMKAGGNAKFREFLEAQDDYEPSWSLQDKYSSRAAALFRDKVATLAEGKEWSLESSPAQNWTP
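Material: rat Arfgap1 catalytic domain, aa 1-136; also added: human ARF1(Δ1-17)-GTP substrate; compound dosing: one concentration, 16.5 µM, DMSO 1.26%; incubation: GTP hydrolysis reaction 2 h at 25 °C; measured by: Tracer-displacement fluorescence polarization with EDTA stop, 620/688 nm; evaluation: % inhibition from polarization; repeats: one replicate per compound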
NR1D1 modulator: modulates human Rev-erb alpha binding to DNA | actives 0.79% (n = 370,000) | AID 1259318 | activity, % at 10 µM | Rev-erbα–FITC-DNA binding, fluorescence polarization, 90 min;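 active = activity above about 14%, limit read from the data; passing the limit was not always enough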;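 note: 0% = DMSO wells with 35 nM protein and 100% = DMSO wells with 750 nM protein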
NPR1 activator: GC-A (human) enzyme activation; P16066; HEK293 GC-A cells, cGMP TR-FRET, EC30 ANP; 0% at EC30 ANP, 100% saturating ANP; activation, % at 10 µM; actives 0.14% (n = 370,000); AID 1671463; in the data active = activation above about 40%
ASAP1 inh: blocks human ASAP1-stimulated Arf1 GTP hydrolysis | Q9ULH1 | GDP FP detection | inhibition, % at 16.5 µM | actives 0.19% (n = 360,000); in the data active = inhibition above about 25%;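 note: 0% = vehicle with enzyme and substrate and 100% = no enzyme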
HTRA1 inhibitor: HTRA1 (human) protease inhibition | AID 504803 | actives 0.5% (n = 340,000) | inhibition, % at 5.96 µM | Q92743 | recombinant HTRA1, FP-rhodamine activity-based probe, fluorescence polarization; in the data active = inhibition above about 36%;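 note: 0% = enzyme with DMSO and 100% = wells lacking enzyme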
Target sequence (Q92743 whole entry, looked up): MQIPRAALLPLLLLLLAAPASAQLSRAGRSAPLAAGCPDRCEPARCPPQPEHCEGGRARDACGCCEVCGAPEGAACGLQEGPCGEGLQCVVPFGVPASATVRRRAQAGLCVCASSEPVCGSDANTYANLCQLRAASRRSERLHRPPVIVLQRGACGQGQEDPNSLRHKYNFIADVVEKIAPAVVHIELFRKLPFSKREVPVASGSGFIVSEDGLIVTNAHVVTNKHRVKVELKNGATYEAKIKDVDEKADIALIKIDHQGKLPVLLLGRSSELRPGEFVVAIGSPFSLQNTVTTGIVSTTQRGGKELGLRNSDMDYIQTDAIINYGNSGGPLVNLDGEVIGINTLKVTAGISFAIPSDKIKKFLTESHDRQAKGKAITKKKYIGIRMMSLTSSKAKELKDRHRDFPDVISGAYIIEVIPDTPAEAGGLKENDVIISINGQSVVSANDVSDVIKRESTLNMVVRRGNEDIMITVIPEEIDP
mABHD4 FP: inhibits mouse alpha/beta hydrolase domain 4; AID 720543; actives 0.54% (n = 370,000); purified mABHD4, FP-Rh probe fluorescence polarization; inhibition, % at 8.92 µM; Q8VD66;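 active = inhibition exceeding the mean over every tested compound plus 3 SD, cut at about 30% in these data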;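 note: 0% = plate median of compound wells and 100% = S159A mutant with DMSO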
Target sequence (Q8VD66 whole entry, looked up, the tested form may be a part): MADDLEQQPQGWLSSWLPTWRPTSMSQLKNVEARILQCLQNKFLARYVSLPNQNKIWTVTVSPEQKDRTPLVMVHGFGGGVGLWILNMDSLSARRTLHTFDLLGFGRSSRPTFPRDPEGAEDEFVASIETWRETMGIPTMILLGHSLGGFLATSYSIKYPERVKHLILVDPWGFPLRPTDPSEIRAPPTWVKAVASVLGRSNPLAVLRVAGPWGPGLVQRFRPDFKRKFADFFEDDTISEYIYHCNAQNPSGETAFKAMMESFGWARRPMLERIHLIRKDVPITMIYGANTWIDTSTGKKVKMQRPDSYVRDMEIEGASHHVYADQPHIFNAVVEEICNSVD
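Test system: mABHD4 protein; Read-out basis: % inhibition; Incubation: 45 min + 60 min at 25 °C; Repeats: single replicate; Technique: fluorescence polarization with parallel and perpendicular emission, 525/598 nm; Compound: 8.92 µM, single dose; Benchmarks: full inhibition S159A mutant plus DMSO, zero as sample-well median.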
SMARCA2 act: activators of SMARCA2 function; MG213 cells, MMTV-luciferase reporter, dexamethasone, overnight; activation, % at 9.1 µM; actives 1% (n = 370,000); in the data active = activation above about 7.8%;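 note: 0% = vehicle wells and 100% = reference activator wells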
PG9 Ab binder: binds the HIV-1 gp120 antibody PG9 | inhibition, % at 6.7 µM | actives 0.43% (n = 360,000) | TR-FRET gp120-PG9 antibody binding; in the data active = inhibition above about 8.5%
An asterisk follows results filed as active; . = no result given; & = joins results of further samples.

smiles,NPR2 activator,rCAG binder,ARFGAP1 inhibitor,NR1D1 modulator,NPR1 activator,ASAP1 inh,HTRA1 inhibitor,mABHD4 FP,SMARCA2 act,PG9 Ab binder
CCC(C)(C)NC(=O)C(c1ccc(C)cc1)N(CCN1CCOCC1)C(=O)CNC(=O)c1cccs1 (centres undefined),-1.5,-9.0,0.9,4.5,-1.1,-4.3,2.8,2.8,3.1,-0.5
O=S(=O)(NCCOc1ccccc1)c1ccc2ccccc2c1,5.3,0.0,7.9,13.2,4.2,-3.1,0.3,-1.2,-1.0,0.3
CCN(CC)CCn1c(=N)n(CC(O)COc2ccccc2)c2ccccc21 (centres undefined),-4.3,5.5,-6.9,1.1,-6.2,-4.9,5.2,-1.8,4.5,-3.0
COc1ccccc1N1CCN(S(=O)(=O)c2cn(C)c(=O)n(C)c2=O)CC1,6.1,-0.6,6.0,-1.5,2.0,1.9,1.4,3.4,-0.1,-2.4
Cc1cc2oc(=O)cc(CN3CCCCC3)c2cc1C,2.4,-0.1,-5.4,-5.3,2.4,-1.6,-1.6,3.2,-1.7,0.3
Cc1ccc(CCC(=O)NCc2ccccc2)o1,2.6,5.0,0.7,-1.5,4.3,-7.3,-4.8,-0.2,1.6,-0.4
Cc1ccc(NC(=O)Cc2noc3ccccc23)c(C)c1,0.0,-3.6,-0.1,-1.7,-0.9,-0.6,1.8,2.0,2.3,0.2
O=C(c1ccccc1)c1ccc(OCCO)cc1,3.4,-1.1,5.3,7.9,2.8,12.5,1.9,-0.9,-2.4,0.5
COc1ccc(/C=C(\NC(=O)c2ccccc2)C(=O)NCc2ccco2)cc1OC,2.3,0.6,3.6,2.5,0.0,-2.1,1.0,2.0,-0.2,1.0
CCOC(=O)c1cnc(Nc2nc3ccccc3o2)nc1CSC(=S)N(CC)CC,3.3,7.3,14.2,-6.6,-0.8,-4.2,2.8,-1.6,-3.1,-0.5
CCOC(=O)/C(N=Nc1c(C)n(C)n(-c2ccccc2)c1=O)=C(/O)c1ccccc1,-1.9,1.4,7.7,-3.7,-5.9,0.1,-1.2,0.0,5.4,-1.4
CCN(c1ccccc1)S(=O)(=O)c1ccc(OCc2c(C)noc2C)cc1,-10.4,-4.2,6.0,2.5,-4.5,7.2,-11.3,-6.5,-2.9,1.1
O=C(O)c1ccccc1C(=O)Nc1ccc(-n2nc(C(F)(F)F)cc2C(F)(F)F)cc1,5.0,-6.6,0.8,-5.9,-2.4,-2.0,.,3.4,1.3,-0.8
O=S1(=O)CCOC[C@H](CC2CCCCC2)N1Cc1cccc(Cl)c1,-8.4,0.0,-0.1,6.6,-7.9,13.1,-30.4,-17.0,0.3,-0.9
Cc1ccc(CCC(=O)Nc2cc(Cl)ccc2Cl)o1,-5.2,0.8,-2.3,0.4,-6.0,4.2,4.5,-3.4,0.1,-0.5
O=C1CC(CC(=O)N/N=C/c2ccccc2[N+](=O)[O-])=NN1,-4.6,8.0,-2.9,4.8,0.1,-4.5,6.9,12.6,-0.5,-1.9
CCOC(=O)C1=C(O)C(=O)N(c2ccc(S(N)(=O)=O)cc2)C1c1ccc([N+](=O)[O-])cc1 (centres undefined),0.2,4.2,-2.9,-0.9,1.2,-11.3,-0.8,1.2,3.6,-1.9
COc1ccc(C/C(C)=N/NC(=O)c2ccc(Cl)cc2)cc1,-4.2,3.6,-9.8,2.9,-3.7,-10.1,-1.4,-1.1,0.8,0.8
COc1ccccc1C(=O)NNC(=O)CCC(=O)NCc1ccccc1,0.7,-1.9,0.0,2.3,3.6,12.9,2.0,2.3,1.1,-0.7
COc1ccc(NS(=O)(=O)c2cc([N+](=O)[O-])ccc2NN=Cc2ccccc2OCC(=O)O)cc1,3.4,84.7*,3.6,-0.8,-0.8,1.3,-15.7,6.0,0.5,0.2
Cc1ccc(NC(=O)CCC(=O)NNC(=O)NC2CCCCC2)c(C)c1,4.4,-4.1,-5.4,1.6,4.5,6.5,-1.8,0.4,-1.7,-0.7
CCOC(=O)[C@H]1[C@H]2COc3ccc(C)cc3[C@@H]2N2C(=O)c3ccccc3NC(=O)[C@@]12C,6.0,-3.6,11.8,5.1,-8.6,-3.3,-2.7,-9.1,0.3,-0.2
COc1ccc(Oc2nc3ccccc3n(C)c2=O)cc1,4.8,1.9,-4.4,-6.7,1.8,-3.6,3.5,-0.7,0.8,-1.1
COc1ccccc1CC(=O)N(CCC#N)CCC#N,7.6,2.4,5.0,1.1,-2.4,-4.5,3.2,4.0,-2.3,1.6
Cn1ccc2c(N3c4ccccc4CCc4ccccc43)cc3c(c21)C1CCC3O1 (centres undefined),-13.7,11.3,0.3,-8.0,-9.7,-5.3,.,17.7,-3.0,18.7*
Nn1c(SCC(=O)Nc2cc(C(F)(F)F)ccc2Cl)nncc1=O,3.1,-0.5,11.6,-5.8,-3.9,3.6,-2.1,-0.6,3.3,-1.8
Cc1cc(OCC(O)CN2CCN(CCO)CC2)ccc1C(C)C (centres undefined),2.5,-6.2,-6.5,1.3,3.2,14.4,0.9,4.5,-1.1,0.7
NC1=NC[C@@H](Cc2ccc(O)cc2)N1CC1CCCCC1,2.5,5.6,12.2,1.2,-0.5,-4.9,-7.0,6.8,-0.7,-0.2
COc1ccccc1CNC(=O)CS(=O)Cc1nc(-c2ccc(OC)c(OC)c2)oc1C (centres undefined),-4.8,-1.0,2.1,-0.2,-5.5,-0.3,-3.3,-6.7,-4.1,0.5
O=C(COC(=O)c1ccc2ncsc2c1)NC(=O)NCc1ccccc1,2.9,-2.6,18.4,-1.8,-0.6,-1.4,39.2*,-23.3,-1.9,-0.7
COc1ccc(OC)c(-c2cn(S(=O)(=O)c3ccccc3)nc2N)c1,-9.0,5.9,5.0,-4.9,-21.1,7.8,-8.2,-11.3,-1.2,3.2
O=[N+]([O-])c1ccc(CP(=O)(c2ccccc2)c2ccccc2)cc1,-7.9,-6.0,-9.1,1.5,-20.9,-6.2,-0.5,1.2,0.3,-0.8
COc1ccc(NC(=O)C(=O)NNC(=O)COc2ccc(Cl)cc2)c(OC)c1,-2.2,14.0,-10.7,6.6,-2.6,2.9,0.1,3.7,-0.7,-2.0
Cc1cc(Br)ccc1-n1[nH]c(C)c(C=Nc2cccc3nsnc23)c1=O,-3.2,8.0,-13.0,3.8,-3.9,-4.8,4.8,11.4,-0.8,-3.7
CC(C)CN(C(=O)CN1CCN(S(=O)(=O)c2ccc3ccccc3c2)CC1)c1c(N)n(CC(C)C)c(=O)[nH]c1=O,3.3,2.0,-5.0,-6.7,-2.0,-3.0,-1.3,-4.2,-4.7,-1.7
O=C1CCC(=O)N1c1ccc(NC2CCN(Cc3ccccc3)CC2)c([N+](=O)[O-])c1,1.9,-7.5,-2.6,7.0,0.0,-13.2,-0.6,-5.7,-1.5,-2.5
CCCCNCc1ccc(SC)cc1,-1.6,-1.4,0.9,2.1,-8.2,-0.1,-5.3,-0.3,-1.7,-1.6
CCOC(=O)c1cnn(CCOC(=O)c2ccccc2)c1NC(=O)c1ccccc1,3.0,-2.9,5.1,3.8,-3.4,1.1,-14.3,-7.5,4.3,-0.2
O=C(Nc1ccc(C(=O)c2ccc(C(=O)O)c(C(=O)O)c2)cc1)c1ccccc1,0.3,1.0,2.2,6.6,-1.4,0.2,1.0,-0.5,3.6,-2.3
O=S(=O)(c1ccc(NC(=S)NC2CCCC2)cc1)N1CCCC1,3.0,7.9,5.1,6.3,2.0,6.5,-8.6,-6.2,-3.2,-0.8
CN(C)C(CNc1ncccn1)c1ccccc1 (centres undefined),-0.8,-0.1,6.3,-2.2,0.6,-6.0,3.0,-1.4,-1.5,-1.3
O=C(OCC1CC(c2ccccn2)=NO1)c1ccc(Br)cc1 (centres undefined),-5.4,-7.2,11.2,1.3,-4.4,-11.5,-9.2,-5.4,2.9,-1.6
CCOC(=O)C1=C(C(=O)OCC)C2N(Cc3ccc(Br)cc3)c3ccccc3[C@@]23C[C@@H](C(=O)OC)N(S(=O)(=O)c2ccc(OC)cc2)C3=N1 (some centres undefined),10.6,7.8,2.0,-3.5,2.3,21.4,.,3.2,-1.6,1.2
CCn1c(=O)n(CC(=O)Nc2cc(OC)ccc2OC)c(=O)c2ccccc21,3.1,-2.9,-4.7,3.3,0.6,-20.9,6.3,0.6,-0.5,1.7
COC(=O)c1[nH]c2cccc(C)c2c1NC(=O)CN1CCN(c2ccccc2OC)CC1,1.1,-6.8,4.5,-7.0,2.4,10.3,-0.5,-0.8,0.5,-1.9
O=C(NCCN1CCOC1=O)C1CCC(=O)N(CCc2ccc(Cl)cc2)C1 (centres undefined),5.8,-6.3,8.4,-2.8,1.3,-4.7,6.0,-3.4,-1.5,-0.5
Cc1cc(C)n(CC(O)Cn2c3ccc(Br)cc3c3cc(Br)ccc32)c(=O)n1 (centres undefined),-1.4,6.2,-11.2,-0.3,-14.9,10.8,-89.2,-36.5,-5.1,-2.0
Cc1ccc(S(=O)(=O)N2CCC(C(=O)OCC(=O)N(C)Cc3ccccc3)CC2)cc1C,5.1,-7.0,3.7,1.0,1.9,1.1,-5.4,-0.7,-0.6,0.8
O=C(OCCN1C(=O)c2ccccc2C1=O)c1cc(=O)[nH]c2ccccc12,-0.9,3.0,12.2,1.3,-1.8,3.8,-4.5,3.3,-0.2,0.0
CC(=O)N=c1sc(S(N)(=O)=O)nn1C,4.2,1.7,-7.1,-2.5&1.4,-0.8,6.7,-3.8,-4.7,-0.3,1.1
COc1ccc(Cl)cc1C(=O)Nc1ccc(CN2CCCCC2)cc1,-10.6,7.1,-6.0,0.3,2.2,-4.5,-8.5,-2.7,2.8,-0.1
COc1ccc(OC)c(CCNC(=O)C(=O)Nc2ccc3nc4n(c(=O)c3c2)CCCCC4)c1,5.2,-3.3,5.3,3.9,9.2,-10.1,-7.8,3.5,-2.7,-0.2
S=c1[nH]nc(-c2ccccn2)n1/N=C/c1ccco1,3.0,-2.5,5.6,8.2,-5.9,2.6,.,-1.1,-1.3,-2.6

One compound at a time, from the list above. Order of values: NPR2 activator, rCAG binder, ARFGAP1 inhibitor, NR1D1 modulator, NPR1 activator, ASAP1 inh, HTRA1 inhibitor, mABHD4 FP, SMARCA2 act, PG9 Ab binder
`O=C(OCC1CC(c2ccccn2)=NO1)c1ccc(Br)cc1` (centres undefined) is listed with -5.4, -7.2, 11.2, 1.3, -4.4, -11.5, -9.2, -5.4, 2.9, -1.6
`O=C(NCCN1CCOC1=O)C1CCC(=O)N(CCc2ccc(Cl)cc2)C1` (centres undefined) is listed with 5.8, -6.3, 8.4, -2.8, 1.3, -4.7, 6.0, -3.4, -1.5, -0.5
`CCn1c(=O)n(CC(=O)Nc2cc(OC)ccc2OC)c(=O)c2ccccc21` is listed with 3.1, -2.9, -4.7, 3.3, 0.6, -20.9, 6.3, 0.6, -0.5, 1.7
